TCR act = activates T cell receptor signaling. AID 504894. Potency, µM (top dose mostly 9.22 µM), for the others: top-dose activation of IL-2 secretion, hits mostly activators. primary human leukocytes, anti-CD3, IL-2 HTRF, 48 h. 330,000 tested, under 10 active; further: % of control where 0% means no effect
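Human primary leukocytes + a-CD3 beads + cpd, 48 hr; IL-2 in supernatant by HTRF (ex 320nm / em 665nm). No co-stimulatory signal supplied.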
TSHR antag = blocks TSH signaling through the human TSH receptor | P16473 | actives 0.2% (n = 330,000) | activity change, negative = inhibition, % at 11.5 µM | TSHR-expressing cells, TSH-stimulated cAMP HTRF, 2 h; stronger effect = lower value;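 active means activity change below a set negative limit, meaning inhibition stronger than a set level, cut at about -70% in these data; inconclusive means activity change between two set negative limits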; further: on the % scale 0 is the no-effect control and ±100 the full control effect
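TSHR-expressing cells, 200/well, pre-treated with compound, then stimulated with EC80 TSH (4nM final) for 2 hours at 37 deg C. cAMP measured by competitive HTRF: anti-cAMP cryptate antibody in lysis buffer plus cAMP-d2, read after 30 minutes at room temperature.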
ELG1 DNA repair = blocks ELG1-dependent DNA repair in HEK293T cells; actives 2.3% (n = 330,000); HEK293T ELG1-luciferase reporter, luminescence, 16 h; DNA damage induced by 5-fluorouridine; Potency, µM (series often up to 46.1 µM), without a hit: at the highest dose activity change, negative = inhibition, most hits filed as inhibitors; further: potency means the concentration at half of the fitted maximal effect; on the % scale 0 is the no-effect control and ±100 the full control effect; nearly all actives have a fitted effect of over 55% in size
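HEK293T cells expressing luciferase-tagged ELG1 (2,000/well) received 5-Fluorouridine plus compound or DMSO for 16 hr at 37 °C. Luciferase was read by ONE-Glo luminescence after 30 min at room temperature.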
A-T KAP1 phos = potential ataxia-telangiectasia treatments restoring KAP-1 phosphorylation; Potency, µM (titrated, usually from 57.5 µM), inactives show top-dose activation, usual class: activators; AID 485349; […] A-T fibroblasts, KAP-1 phosphorylation AlphaLISA; neocarzinostatin DNA damage 30 min before lysis; actives 0.19% (n = 320,000); further: potency means the concentration at half of the fitted maximal effect; % of control where 0% means no effect; nearly all actives have a fitted effect of over 45% in size
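ATM-like activity read as KAP-1 phosphorylation via AlphaLISA donor/acceptor antibody pairs after lysis and 6 hr at 25C. Cells were ATM-null patient fibroblasts ([…], hTERT), dosed 60 min, then exposed to the DSB inducer NCS for 30 min.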
Mito fusion yeast = blocks mitochondrial division or promotes mitochondrial fusion. S. cerevisiae fusion-defective mutant growth rescue, CellTiterGlo 48 h. Potency, µM (doses to about 46.1 µM), without a hit: at the top dose growth rescue (activation), hits mostly activators. actives 0.23% (n = 320,000). AID 485298;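 further: potency means the concentration at half of the fitted maximal effect; % of control where 0% means no effect; nearly all actives have a fitted effect of over 45% in size; temperature-sensitive fusion mutants such as fzo1-1 at 37 °C on non-fermentable ethanol glycerol medium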
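Luminescent cell viability in 1536-well qHTS format served as the measure of rescued growth in ts fusion-mutant S. cerevisiae cultured on non-fermentable YPEG for 48 hours at 37C.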
Eya2 phos inh = Eya2 (human) phosphatase inhibition; AID 488837; O00167; actives 0.006% (n = 330,000); Potency, µM (highest dose often 76.9 µM), for inactives: at the highest dose activity, negative = inhibition, hits mostly inhibitors; recombinant Eya2, OMFP fluorescence dephosphorylation (OMFP is methylfluorescein phosphate); further: potency means the concentration at half of the fitted maximal effect; on the % scale 0 is the no-effect control and ±100 the full control effect
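Eya2 (0.2 uM) preincubated 10 min at ambient with compound, then OMFP substrate added at 50 uM; 10 min reaction in 50 mM HEPES pH 7.5, 50 mM NaCl, 5 uM MgCl2, 0.05% BSA, 1 mM DTT. Fluorescence read at Ex 485/Em 525 nm.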
KCNH2 3.1 block = KCNH2 3.1 (human) potassium channel inhibition. U2OS KCNH2 3.1, thallium flux FluxOr; stronger effect = lower value. actives 0.95% (n = 340,000). activity change, % (tested at about 1.8 µM);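 active means maximum activity change below -70%; inconclusive means maximum activity change from -70% to -50%; inactive means maximum activity change above -50%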;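 further: thallium influx rate constant from kinetic fluorescence after stimulation buffer; on the % scale 0 is the no-effect control and ±100 the full control effect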
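Virally transduced U2OS (3.1 isoform, 4 h infection in dark at RT) → overnight 37 C → FluxOr + Red40 in HBSS/HEPES, 45 min → stimulation buffer, 2 min kinetic read → rate constant vs DMSO controls.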
TRPV1 agonist = human TRPV1 agonism | activation, % at 8.33 µM | AID 540275 | TRPV1-expressing cells, Fluo-8 calcium influx, agonist mode | actives 0.19% (n = 320,000) | Q8NER1; in the data active means activation above about 80%; inconclusive means between about 30% and that limit; further: 0% is about no effect
Target sequence (Q8NER1 whole entry, looked up): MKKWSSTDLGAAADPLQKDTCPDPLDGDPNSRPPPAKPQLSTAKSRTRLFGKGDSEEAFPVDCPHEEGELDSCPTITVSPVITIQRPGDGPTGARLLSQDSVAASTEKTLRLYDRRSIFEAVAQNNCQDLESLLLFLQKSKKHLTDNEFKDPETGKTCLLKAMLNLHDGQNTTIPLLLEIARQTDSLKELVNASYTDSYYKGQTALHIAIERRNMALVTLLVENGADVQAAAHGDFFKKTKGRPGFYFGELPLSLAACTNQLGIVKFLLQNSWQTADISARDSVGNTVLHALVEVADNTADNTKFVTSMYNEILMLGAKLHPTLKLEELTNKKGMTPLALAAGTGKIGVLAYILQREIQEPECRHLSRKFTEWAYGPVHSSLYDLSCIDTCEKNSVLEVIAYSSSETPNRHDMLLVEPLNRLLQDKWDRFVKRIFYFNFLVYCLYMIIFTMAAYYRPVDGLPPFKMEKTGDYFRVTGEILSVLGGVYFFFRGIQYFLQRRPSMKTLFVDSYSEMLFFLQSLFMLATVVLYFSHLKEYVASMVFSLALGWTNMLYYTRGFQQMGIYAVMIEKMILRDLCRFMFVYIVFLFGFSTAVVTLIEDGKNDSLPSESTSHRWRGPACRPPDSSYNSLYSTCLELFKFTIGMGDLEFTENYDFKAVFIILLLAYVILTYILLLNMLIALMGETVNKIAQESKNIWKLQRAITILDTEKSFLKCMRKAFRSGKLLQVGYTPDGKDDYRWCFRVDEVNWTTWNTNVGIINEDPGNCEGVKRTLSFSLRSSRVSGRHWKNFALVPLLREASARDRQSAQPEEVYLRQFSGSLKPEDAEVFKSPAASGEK
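Fluo-8 calcium influx in TRPV1-expressing cells, kinetic read (ex 480/em 520 nm). Compound added and read 3 min for agonist activity, followed by capsaicin at EC20 final and 2 min further read for enhancement.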
USP2a inh = inhibitors of human ubiquitin-specific protease USP2a; O75604; AID 463254; USP2 core, Ub-CHOP2 coupled fluorogenic reporter, 485/531; actives 0.01% (n = 330,000); Potency, µM (series often up to 38.3 µM), for the others: at the highest dose activity change, negative = inhibition, hits mostly inhibitors;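 further: potency means the concentration at half of the fitted maximal effect; plate controls were DMSO wells for no effect and full inhibition by NEM control for full effect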
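Cell-free coupled assay: 10nM USP2 core preincubated 30min RT with compound in Tris-HCl pH 8.0/CaCl2/CHAPS buffer, then 25nM Ub-CHOP2 and 25nM reporter substrate; fluorescence (Ex 485/Em 531) read after 60min RT, normalized to NEM inhibition, concentration-response curves fitted.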
KCNH2 WT inh = KCNH2 (human, wildtype) channel inhibition | Q12809 | U2OS, BacMam KCNH2, thallium flux FluxOr; stronger effect = lower value | activity change, % at 1.84 µM | actives 0.37% (n = 340,000);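 active means maximum activity change below -70%; inconclusive means maximum activity change between -70% and -50%; inactive means maximum activity change above -50%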; further: on the % scale 0 is the no-effect control and ±100 the full control effect
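U2OS cells were transduced with wild-type KCNH2 virus (2.03 x 10^8 / mL) for 4 h at room temperature, then cultured overnight at 37 C. Thallium flux was read with FluxOr dye. Rate constants were normalized to DMSO controls.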
An asterisk follows results filed as active; i = inactive; ? = inconclusive; nt = no result given; [ ] = remark or other dose. Unless noted, the call rests on the fitted dose curve; in most records, active means well fitted curve in the direction sought with a large enough effect; inconclusive means small, poorly fitted or top-dose-only effect, or another doubt; inactive means no such curve, though single readings can be large; an effect the other way counts as inactive or inconclusive. Only part of the results is shown, so the mix of outcomes need not match the whole.

SMILES	TCR act	TSHR antag	ELG1 DNA repair	A-T KAP1 phos	Mito fusion yeast	Eya2 phos inh	KCNH2 3.1 block	TRPV1 agonist	USP2a inh	KCNH2 WT inh
O=C1CCCN1CCCNC(=S)Nc1ccc(Br)cc1Cl	-1%	-6	-5%	12%	2%	6%	12	2	2%	3
Cc1ccc(S(=O)(=O)N(C)C)cc1NC(=O)Nc1ccccc1F	1%	-21	4%	15%	3%	-5%	0	-9	0%	-3
C/C=C(\C)C(=O)NCCN1C2=NC[C@H](C)N2C[C@@H]1Cc1ccc(OC)cc1	0%	12	-11%	-5%	0%	10%	-34	-1	2%	-8
Cc1ccc(S(=O)(=O)N2CCN(C(=O)COC(=O)c3ccccc3Cl)CC2)c(C)c1	9%	3	?	4%	0%	4%	-21	-2	3%	-3
Cc1cc2c(ncn2C)c(NS(=O)(=O)c2ccc(Cl)cc2)c1C	3%	-6	-19%	4%	-2%	-7%	nt	2	-2%	-21
CCOC(=O)N/N=C(C)/C=C/c1ccco1	2%	7	?	1%	2%	-8%	10	-2	4%	i
Cc1ccc(NC(=O)Cc2nnc(SCC(=O)c3ccc(Br)cc3)n2C)cc1Cl	nt	6	6%	nt	0%	12%	nt	1	-2%	nt
CCCCCN(C(=O)CCC(=O)OCC(=O)N1CCC(C)CC1)c1c(N)n(CCCC)c(=O)[nH]c1=O	-2%	-29	?	19%	-6%	-15%	8	1	0%	4
COc1ccc2cc3cc(C(=O)NCc4ccccn4)oc3nc2c1	7%	8	?	-6%	4%	6%	2	-3	-6%	-2
O=C(CCC1CCCCC1)Nc1ccccc1-c1ccccc1	-1%	-5	11%	2%	3%	-5%	-14	?	-1%	1
NC(=O)CSCc1c(Cl)cccc1Cl	-2%	0	3%	3%	-1%	4%	4	1	0%	-17
Cc1ccc(O)c(NC(=O)CN(C)S(=O)(=O)c2ccc(Cl)cc2)c1	-9%	9	?	42%	-2%	?	7	11	6%	-6
COc1ccc(-c2cnnc(N/N=C/c3ccc(OC)c(OC)c3)n2)cc1	0%[46.1 µM]	14	?	nt	-2%	-6%	27	16	2%	-1
CCc1ccc(OCC(=O)Nc2cc(S(=O)(=O)CC)ccc2O)cc1	-4%	-16	-12%	2%	1%	5%	0	0	5%	-4
COc1ccc(NC(=O)Nc2nnc(Cc3ccc(OC)c(OC)c3)s2)cc1	18%	28	0%	4%	6%	-1%	2	4	-1%	-3
O=C(Cn1nnc2ccccc21)c1cccc([N+](=O)[O-])c1	-3%[46.1 µM]	14	8%	0%	-1%	-6%	0	4	0%	4
O=C(COc1ccccc1)NC1CCCc2ccccc21 (centres undefined)	-3%[46.1 µM]	-4	-8%	0%	17%	9%	2	6	1%	1
O=C(CNC(=S)NC(=O)c1ccccc1)c1ccccc1	2%[46.1 µM]	7	?	-2%	9%	-4%	19	2	1%	5
Cc1cc(C)cc(NC(=O)CSc2ccc(-c3cccs3)nn2)c1	-1%[46.1 µM]	-5	?	4%	?	-6%	6	2	0%	0
COC(=O)c1ccc(C)c(NC(=O)Cc2ccc([N+](=O)[O-])cc2)c1	nt	-16	1%	1%	-2%	-3%	nt	-1	2%	nt
CS(=O)(=O)c1ccc(Cl)c(NC(=O)C2CCCCN2S(=O)(=O)c2ccccc2)c1 (centres undefined)	2%	20	-1%	1%	6%	-1%	-2	18	1%	-14
O=S(=O)(Nc1ccc2c(c1)OCO2)c1ccc(F)c(F)c1	-3%	-18	3%	9%	7%	-20%	4	0	-1%	2
CCOc1ccc(CCNC(=O)COc2cccc(-n3cnnn3)c2)cc1OCC	nt	1	-2%	18%	-4%	2%	-7	-4	1%	-4
CN1C(=O)/C(=C2\SC(=S)N(C(CCC(=O)O)C(=O)O)C2=O)c2ccccc21 (centres undefined)	4%	10	22%	9%	12%	12%	18	2	4%	0
Cc1cc(OC(=O)c2ccc(S(=O)(=O)N(C)C)cc2)cc(=O)o1	3%	7	8%	-6%	2%	10%	-3	1	-1%	6

The list goes on.
SMILES	TCR act	TSHR antag	ELG1 DNA repair	A-T KAP1 phos	Mito fusion yeast	Eya2 phos inh	KCNH2 3.1 block	TRPV1 agonist	USP2a inh	KCNH2 WT inh
CCOC(=O)CCC(=O)OCC(=O)NC(C)C1CC2CCC1C2 (centres undefined)	10%	66	18%	7%	11%	10%	-15	-2	2%	-4
Cc1ccc(-c2cc(C(=O)NCCc3ccccn3)c3ccccc3n2)c(C)c1	1%[46.1 µM]	-14	?	1%	6%	-5%	-43	23	3%	15
COc1ccc(N(CC(=O)NCCC(C)C)C(=O)c2snc(C(=O)NC3CCCCC3)c2N)c(OC)c1	-1%	3	11%	14%	-10%	-12%	-1	0	-1%	1
CCOc1cc(/C=N/O)cc(Cl)c1OC	0%	8	-19%	3%	-20%	?	-21	-4	1%	-2
Cc1nn(-c2ccccc2)c(C)c1NC(=O)COC(=O)c1cc(Cl)ccc1O	2%	-14	12%	0%	1%	-20%	-17	-3	0%	-10
O=C(O)/C=C/c1ccc(-n2ccnc2)cc1	6%	1	?	-5%	1%	7%	0	4	0%	7
C=CCN1C(=O)CS/C1=N\N=C\c1cccc([N+](=O)[O-])c1	6%	-7	5%	7%	3%	14%	-7	10	0%	-5
CC1CN(C(=O)CN2C(=O)c3ccccc3C2=O)CC(C)O1 (centres undefined)	2%	4	0%	2%	-2%	-3%	5	-1	2%	-7
CCOC(=O)C1=C(COC(=O)/C=C/c2ccccc2)NC(=O)NC1C (centres undefined)	-1%	-2	9%	3%	7%	5%	19	3	-4%	3
CSc1nc2nc3c(cc2c(=O)n1-c1ccc(C)cc1)COC(C)(C)C3	2%	-6	?	35%	5%	-2%	-7	-4	-1%	2
COc1ccc(Cl)cc1C(=O)Nc1ccccc1N1CCCCC1	-2%	-8	-26%	11%	-37%[inhibitor]	-3%	-10	4	0%	-1
Cc1nc2sccn2c(=O)c1Br	-6%[46.1 µM]	28	10%	-2%	1%	-6%	-14	-3	7%	-4
O=C(O)c1ccc(/C=N/NC(=O)c2ccc(NS(=O)(=O)c3cccs3)cc2)cc1	7%	2	-4%	5%	0%	-1%	1	-6	2%	-3
CC[C@@H](C)[C@@H]1CN([C@@H](C)CN2CCC[C@H]2CN2C(N)=NC[C@H]2CC(C)C)C(=N)N1CCCC1CCCC1	3%	10	9%	7%	nt	-1%	nt	nt	3%	-2
CCN(CC(=O)Nc1ccc(NC(C)=O)cc1)C(=O)c1cc2c(s1)CCCCC2	1%	8	?	0%	4%	17%	-5	1	4%	-1
COc1ccc(OC)c(-c2cc(C(=O)N3CCOCC3)no2)c1	8%	12	?	6%	7%	4%	6	0	2%	14
O=C(CCCC(=O)OCC(Cl)=C(Cl)Cl)Nc1cccc(F)c1	1%	-7	-7%	3%	0%	5%	-17	-4	2%	-18
NC(=O)c1cc2cc(Cl)ccc2oc1=O	nt	-12	1%	-2%	2%	5%	-6	0	1%	10
N/C(=N\OC(=O)c1ccc(Cl)cc1)c1ccccn1	0%	-5	?	-3%	4%	1%	10	?	-1%	-16
C=CCn1cc([N+](=O)[O-])nc1C	-4%[46.1 µM]	5	2%	1%	-4%	9%	14	0	0%	-1
CC(C)(C)c1ccc(S(=O)(=O)Nc2ccc3c(c2)COC3=O)cc1	5%	-8	-11%	-7%	3%	?	-1	24	1%	-10
Cc1cc([N+](=O)[O-])nn1CC(=O)NCc1cccs1	8%	0	2%	-2%	-5%	-8%	2	1	-1%	1
COc1ccc(S(=O)(=O)NCC2CCCN(C(=O)c3sccc3C)C2)cc1 (centres undefined)	1%	-3	-5%	-1%	-1%	-4%	5	0	0%	nt
CC(=O)NCCC1CCCCN1Cc1nc(Cc2cccc(C(F)(F)F)c2)no1 (centres undefined)	nt	-2	12%	0%	0%	-9%	-5	15	1%	-8
CCOCCCNC(=O)C1CC(=O)N(CCc2ccccc2)C1 (centres undefined)	-3%	9	-3%	1%	7%	-21%	6	2	2%	-4
CCOc1ccc(C(=O)Nc2nnc(C(C)C)s2)cc1OCC	-1%	3	?	0%	0%	17%	16	-4	3%	11
Cc1ccc(C(=O)N/C(=C\c2sccc2C)C(=O)NCc2ccncc2)cc1	3%[46.1 µM]	-6	-1%	5%	-3%	-8%	11	9	3%	-7

An excerpt from above in order of length of the SMILES, falling.
SMILES	TCR act	TSHR antag	ELG1 DNA repair	A-T KAP1 phos	Mito fusion yeast	Eya2 phos inh	KCNH2 3.1 block	TRPV1 agonist	USP2a inh	KCNH2 WT inh
CCOC(=O)CCC(=O)OCC(=O)NC(C)C1CC2CCC1C2 (centres undefined)	10%	66	18%	7%	11%	10%	-15	-2	2%	-4
CCOCCCNC(=O)C1CC(=O)N(CCc2ccccc2)C1 (centres undefined)	-3%	9	-3%	1%	7%	-21%	6	2	2%	-4
CCOC(=O)N/N=C(C)/C=C/c1ccco1	2%	7	?	1%	2%	-8%	10	-2	4%	i

Screening results as filed in PubChem BioAssay.
